PI4K2A block – qHTS for small molecular inhibitors of PI4K2A; purified PI4K2A, ADP-Glo luminescence, 1 h; stronger effect = lower value; activity change, negative = inhibition, % at 76.9 µM; hit rate 0.13% among 420,000; AID 1346378, 2018; in the data active = activity change below about -50%; inconclusive = mostly about -30% to -49%;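 also: -100% = wells without enzyme as full effect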
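ADP-Glo luminescence measured ADP generated by PI4K2A enzyme (4 ug/mL before mixing) with 1.2 mM PI substrate (pre-mix) and 300 microM ATP (pre-mix). Tris pH7.5 buffer with MgCl2, Triton X-100; 1 h reaction at ambient temperature.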
HP1b chromo inh – HTS for Inhibitors of HP1-beta Chromodomain Interactions with Methylated Histone Tails. Chromobox protein homolog 1 (Homo sapiens), P83916. AlphaScreen HP1-beta / biotin-H3K9me3 peptide binding. Potency, µM (highest dose often 114 µM), for inactives: top-dose activity change, negative = inhibition, most hits filed as inhibitors. hit rate 0.56% among 390,000; also: potency is read from the fitted curve at half-maximal effect; nearly all actives have a fitted effect of over 70% in size; inactives centre near 23
Target sequence (P83916 whole entry, looked up): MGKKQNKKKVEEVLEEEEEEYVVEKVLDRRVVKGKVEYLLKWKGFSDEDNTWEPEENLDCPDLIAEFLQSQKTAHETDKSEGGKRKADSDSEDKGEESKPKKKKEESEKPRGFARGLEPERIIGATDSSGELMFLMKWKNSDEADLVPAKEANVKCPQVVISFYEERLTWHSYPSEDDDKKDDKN
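AlphaScreen: HP1-beta (50 nM) preformed 30 min with biotin-H3(1-18)K9me3 peptide (50 nM) in PBS pH 7.4, 0.01% Tween-20. Compound added for 30 min at RT, then streptavidin donor/nickel chelate acceptor beads (10 ug/mL) for 30 min.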
JMJD2A Tudor – qHTS Assay for Inhibitors of JMJD2A-Tudor Domain. hit rate 4.4% among 390,000. Lysine-specific demethylase 4A (Homo sapiens), O75164. Potency, µM (doses to about 114 µM), for inactives: at the top dose activity change, negative = inhibition, actives largely listed as inhibitors. AlphaScreen JMJD2A-Tudor / H3K4me3 peptide binding; also: potency is read from the fitted curve at half-maximal effect; % is scaled to controls: 0 for no effect and ±100 for the full control effect; nearly all actives have a fitted effect of over 50% in size
GLS inh – qHTS for Inhibitors of Glutaminase (GLS) | Glutaminase kidney isoform, mitochondrial (Homo sapiens), O94925 | GLS enzymatic activity, qHTS titration | hit rate 0.21% among 410,000 | AID 624170, 2012 | Potency, µM (highest dose often 45.5 µM), for the others: top-dose activity change, negative = inhibition, actives largely listed as inhibitors; also: potency is read from the fitted curve at half-maximal effect; % is scaled to controls: 0 for no effect and ±100 for the full control effect
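Compounds were pin-transferred onto hKGA, after which L-glutamine (1 mM solution) and a detection mix of glutamate oxidase, HRP and Amplex Red were added. Initial and 30 min RT fluorescence reads were collected.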
G9a block – qHTS Assay for Inhibitors of Histone Lysine Methyltransferase G9a; G9a H3K9 monomethylation, AlphaScreen, 2 h; Potency, µM (highest dose often 102 µM), inactives show at the highest dose activity, negative = inhibition, usual class: inhibitors; AID 504332, 2011; hit rate 8.8% among 350,000; Histone-lysine N-methyltransferase EHMT2 (Homo sapiens), Q96KQ7; also: potency is read from the fitted curve at half-maximal effect; % is scaled to controls: 0 for no effect and ±100 for the full control effect; nearly all actives have a fitted effect of over 75% in size
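Compounds were preincubated with 20 nM G9a for 15 min, after which biotinylated H3K9 peptide (500 nM) and SAM (20 uM) started a 2 h room-temperature reaction. Monomethylated product was quantified by antibody-based AlphaScreen chemiluminescence.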
BAZ2B block – qHTS Assay for Inhibitors of BAZ2B; AlphaScreen BAZ2B-H3K14Ac peptide displacement; hit rate 4.4% among 360,000; Potency, µM (top dose mostly 114 µM), inactives show top-dose activity change, negative = inhibition, most hits filed as inhibitors; also: potency is read from the fitted curve at half-maximal effect; % is scaled to controls: 0 for no effect and ±100 for the full control effect; nearly all actives have a fitted effect of over 60% in size
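Compounds, titrated to a top concentration of 110 uM, were incubated 30 min at room temperature with preformed BAZ2B/acetyl-K14 H3 peptide complex (50 nM each). Proximity signal was measured by AlphaScreen after 20 min with beads.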
PGK inhibitor – qHTS Assay to Find Inhibitors of Phosphoglycerate Kinase | hit rate 0.043% among 380,000 | PGK/GAPDH coupled, Kinase-Glo luminescence, 60 min | Potency, µM (series often up to 57.5 µM), inactives show top-dose activity change, negative = inhibition, usual class: inhibitors | AID 602233, 2012; also: potency is read from the fitted curve at half-maximal effect; % is scaled to controls: 0 for no effect and ±100 for the full control effect; nearly all actives have a fitted effect of over 60% in size
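Recombinant glycosomal PGK reaction used 1,3-bisphosphoglycerate generated in-well by GAPDH (100nM final) in 100mM TEA pH 7.6, 5mM MgCl2, 0.01% Tween-20. After 60 minutes at room temperature, ATP was read by Kinase-Glo Plus luminescence end-point.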
Pin1 inhibitor – qHTS Assay to Find Inhibitors of Pin1; Peptidyl-prolyl cis-trans isomerase NIMA-interacting 1 (Homo sapiens), Q13526; hit rate 0.009% among 390,000; Potency, µM (series often up to 115 µM), without a hit: at the highest dose activity, negative = inhibition, usual class: inhibitors; Pin1 FP peptide displacement, HiFluor488, 10 min; active = well fitted inhibition curve with a large enough effect in the polarisation, with a control signal flat, not every such curve was filed as active; inconclusive = small, poorly fitted or top-dose-only effect, or effect the other way, or a change in a side signal; inactive = no such curve, though single readings can be large or run the other way; the % refers to the polarisation; also: potency is read from the fitted curve at half-maximal effect; % is scaled to controls: 0 for no effect and ±100 for the full control effect
Target sequence (Q13526 whole entry, looked up): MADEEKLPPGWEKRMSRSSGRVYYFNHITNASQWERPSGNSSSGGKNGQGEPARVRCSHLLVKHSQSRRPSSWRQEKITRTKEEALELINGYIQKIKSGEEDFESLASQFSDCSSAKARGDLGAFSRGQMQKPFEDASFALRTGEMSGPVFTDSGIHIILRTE
Pol eta inh – qHTS for Inhibitors of Polymerase Eta; DNA polymerase eta (Homo sapiens), Q9Y253; recombinant Pol eta, fluorescent DNA replication assay; Potency, µM (series often up to 114 µM), for inactives: top-dose activity change, negative = inhibition, usual class: inhibitors; hit rate 1.2% among 390,000; AID 588591, 2011; also: potency is read from the fitted curve at half-maximal effect; % is scaled to controls: 0 for no effect and ±100 for the full control effect
Target sequence (Q9Y253 whole entry, looked up): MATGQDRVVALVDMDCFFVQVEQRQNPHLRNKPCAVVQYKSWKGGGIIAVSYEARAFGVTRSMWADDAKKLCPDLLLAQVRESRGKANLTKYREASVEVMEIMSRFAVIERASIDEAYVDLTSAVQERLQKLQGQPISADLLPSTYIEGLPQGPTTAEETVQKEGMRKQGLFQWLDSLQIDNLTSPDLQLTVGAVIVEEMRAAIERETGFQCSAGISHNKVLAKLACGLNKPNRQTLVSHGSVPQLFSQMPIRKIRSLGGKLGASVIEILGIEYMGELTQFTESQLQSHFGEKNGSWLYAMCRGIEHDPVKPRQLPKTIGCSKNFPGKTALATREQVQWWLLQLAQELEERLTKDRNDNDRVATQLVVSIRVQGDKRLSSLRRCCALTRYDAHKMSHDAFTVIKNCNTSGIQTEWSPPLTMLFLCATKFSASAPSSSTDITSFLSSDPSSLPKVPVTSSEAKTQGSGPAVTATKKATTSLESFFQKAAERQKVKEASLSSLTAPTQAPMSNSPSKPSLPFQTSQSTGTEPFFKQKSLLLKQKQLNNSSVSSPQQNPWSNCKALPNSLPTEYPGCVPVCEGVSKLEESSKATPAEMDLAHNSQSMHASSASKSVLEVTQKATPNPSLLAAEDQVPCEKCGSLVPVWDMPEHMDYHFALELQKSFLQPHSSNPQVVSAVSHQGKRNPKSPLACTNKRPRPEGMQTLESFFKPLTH
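Pol eta (10 nM) was preincubated with compounds for 15 min at room temperature, after which fluorescent replication substrate (50 nM final) was added to start the reaction. Fluorescence was read kinetically at 0 and 10 min.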
* hit, by the source's call; i = inactive; u = inconclusive; x = not tested or not shown; ! = not active in a repeat; [ ] = dose if it differs, or a comment. Unless noted, calls follow the shape of the dose curve; as a rule, active = well fitted curve in the direction sought with a large enough effect; inconclusive = small, poorly fitted or top-dose-only effect, or another doubt; inactive = no such curve, though single readings can be large; an effect the other way counts as inactive or inconclusive.

SMILES | PI4K2A block | HP1b chromo inh | JMJD2A Tudor | GLS inh | G9a block | BAZ2B block | PGK inhibitor | Pin1 inhibitor | Pol eta inh
COC(=O)c1oc2ccc(Cl)cc2c1N | -1 | -13% | -20%[57.1 µM] | 28% | -15%[12.7 µM] | -29% | -4% | 1% | u
O=C(COCC(=O)N/N=C/c1ccc(F)cc1)N/N=C/c1ccc(F)cc1 | -6 | 23% | u | -9% | -10%[59 µM] | 5% | i | 6% | 6%
O=C(N/N=C/c1cccc(F)c1)c1c(O)c2ccccc2[nH]c1=O | -1 | 36% | -3% | -6% | 29%[59 µM] | -7% | -2% | -8% | -11%
CCC(C)(c1nnnn1-c1c(C)cccc1C)N(N=O)c1ccccc1Cl (stereo not given) | 6 | -1% | -33% | 0% | 0%[59 µM] | -18% | i | 15% | -8%
CCOC(=O)N1CCN(CC(O)COc2c(C)cc(C)cc2C)CC1 (stereo not given) | -1 | 35% | -10% | 1% | -9%[2.33 µM] | 9% | -1% | 2% | 7%
COc1cccc(/C=N\NC(=O)c2ccc(C)nc2)c1 | 1 | 29% | 6% | -9% | 7%[12.7 µM] | -16% | i | 0% | -7%
CCn1c(SCC(=O)Nc2nonc2C)nnc1-c1ccoc1C | 3 | 28% | -5% | 0% | -12%[59 µM] | x | i | -2% | -10%
CC(C)c1ccc(NC(=O)[C@@H](C)NC(=O)[C@@H]2Cc3ccccc3CN2)cc1 | 2 | 51%[activator] | -12% | -5% | u | -21% | -3% | 3% | -17%
C=CCS/C(N)=N\N=C\c1cc(Br)cc([N+](=O)[O-])c1O | -2 | -9% | -36% | 21% | 50µM* | u | -1% | 1% | -8%
COc1ccc(CN2CCN(C(=O)C3CC(=O)N(C4CCCCCC4)C3)CC2)c(OC)c1OC (stereo not given) | -2 | 24% | -10% | 11% | -37%[59 µM] | -3% | 1% | -5% | -5%
COCCCN1C(=O)c2oc3ccccc3c(=O)c2C12C(=O)N(C)c1ccccc12 (stereo not given) | -6 | 35% | -8% | 3% | 5%[59 µM] | -3% | -8% | -7% | -15%
Cc1[nH]c2ccc(-c3nnc(SCC(=O)N4CCCc5ccccc54)o3)cc2c1C | 0 | 36%[activator] | -4% | 1% | u | -29% | -9% | -9% | -4%
COc1ccc(C[C@H]2c3cc(O)c(OC)cc3CC[N+]2(C)[O-])cc1O (stereo not given in full) | -1 | -3% | -22% | 39%[activator] | 1%[59 µM] | -24% | 3% | 4% | -17%
Cc1cc(C)c(-n2nnnc2SC(C)C)c(C)c1 | 1 | 66%[activator] | 28% | 7% | 48%[59 µM] | 51%[activator] | 2% | -2% | -19%
CCOc1ccccc1C(=O)NCCc1cnc[nH]1 | 8 | 33% | -13% | -4% | u | 7% | -4% | 0% | -15%
CC1CC(C)CN(C(=O)C2CCN(S(=O)(=O)N3CCC4(CC3)OCCO4)CC2)C1 (stereo not given) | 7 | 67%[activator] | -1% | -5% | 32% | -5%[57.1 µM] | i | -5% | -10%
CCc1ccc(NC(=O)C(C)Nc2ccc(S(=O)(=O)NC(C)=O)cc2)cc1 (stereo not given) | 4 | 51% | 0% | -9% | u | -2% | -2% | -8% | -8%
CCOC(=O)N1CCN(C(=O)CNC(=O)c2nn(-c3ccc(OC)cc3)c(=O)c3ccccc23)CC1 | 5 | 20% | -12% | 6% | -9%[59 µM] | -4% | -7% | -3% | -10%
Clc1cccc(-c2ccc3ncnc(NCc4cccnc4)c3c2)c1 | 0 | 30% | -34% | 0% | 8%[12.7 µM] | -35% | -8% | -1% | -1%
CC(C)(C)c1ccc(N2C(=O)CC(C/C=C/c3ccccc3)C2=O)cc1 (stereo not given) | -1 | 37% | -3% | 3% | x | 2% | i | -4% | -19%
CCC(C)(C)C1CCc2c(sc(NC(=O)c3ccccc3C(=O)O)c2C#N)C1 (stereo not given) | 1 | 1% | -36% | -2% | u | -28% | -4% | u | u
Cn1cccc1Cc1nnc(SCC(=O)NCC2CCCO2)n1CCc1ccccc1 (stereo not given) | 1 | 12% | -34% | 2% | 15%[2.33 µM] | 0% | -5% | -4% | 1%
Cc1cc(N)c2ccccc2[n+]1CCCCCCCCCC[n+]1c(C)cc(N)c2ccccc21 | -3 | x | x | -23%[20 µM] | 50µM*! | x | x | x | -11%[57.1 µM]
Cc1c(CC(=O)O)c(=O)oc2c(C)c(OCc3ccccc3Br)ccc12 | 8 | 27% | u | -6% | -10% | 50µM* | -11% | -27% | -28%
FC(F)(F)c1ccc(Cl)c(NC(=S)N/N=C/c2ccccc2Cl)c1 | -2 | 40%[activator] | -1% | 0% | 36%[59 µM] | 2% | -1% | -2% | -14%

Brought forward from above: 3 entries, followed by the next part.
SMILES | PI4K2A block | HP1b chromo inh | JMJD2A Tudor | GLS inh | G9a block | BAZ2B block | PGK inhibitor | Pin1 inhibitor | Pol eta inh
Cc1cc(N)c2ccccc2[n+]1CCCCCCCCCC[n+]1c(C)cc(N)c2ccccc21 | -3 | x | x | -23%[20 µM] | 50µM*! | x | x | x | -11%[57.1 µM]
Cc1c(CC(=O)O)c(=O)oc2c(C)c(OCc3ccccc3Br)ccc12 | 8 | 27% | u | -6% | -10% | 50µM* | -11% | -27% | -28%
FC(F)(F)c1ccc(Cl)c(NC(=S)N/N=C/c2ccccc2Cl)c1 | -2 | 40%[activator] | -1% | 0% | 36%[59 µM] | 2% | -1% | -2% | -14%
COc1ccc(S(=O)(=O)N2CCCCCC2)cc1NC(=O)CCNC(=O)c1ccc(Cl)cc1 | 0 | x | x | -1% | x | x | -3% | x | -2%
Cc1cccc(OCc2nnc(N)s2)c1 | -3 | -10% | u | 6% | -7%[59 µM] | 7% | -7% | 0% | -6%
COc1cc(C2CC(=O)OC3=C2C(=O)CC(C)(C)C3)cc(OC)c1OC (stereo not given) | 3 | 41%[activator] | -2% | u | 0% | -17% | 0% | -3% | -14%
O=C1CCCN1CN(C(=O)c1ccc2c(c1)OCO2)c1cccc(Cl)c1 | -1 | 10% | -6% | x | 7%[2.33 µM] | -22% | -3% | -9% | 4%
CCOC(=O)CN1C(=O)C(O)(C2CCc3ccccc3C2=O)c2ccccc21 (stereo not given) | -6 | 8% | -24% | 11% | 0%[12.7 µM] | 4% | -7% | 1% | 0%
CCCc1cc2c(cc1NC(=O)c1ccc(Br)cc1)OCO2 | 4 | 9% | 1% | 4% | 5%[12.7 µM] | 6%[57.1 µM] | 2% | -10% | -5%
Oc1c(CN2CCCCC2)ccc2cccnc12 | -10 | 15% | 20µM* | 0% | x | x | 0% | -1% | -7%
C[C@H](CO)N1C[C@H](C)[C@@H](CN(C)S(=O)(=O)c2cccc(F)c2)OCc2cn(nn2)CCCC1=O | 2 | x | x | -4% | x | x | -9% | x | -11%
CCCCNC(=S)N1CCN(CC)CC1 | 0 | u | 45µM* | -5% | x | 50µM* | i | -15% | -13%
O=C(O)C(Cc1ccccc1)N1C(=O)/C(=C/C=C/c2ccco2)SC1=S (stereo not given) | -28 | 10µM* | 10µM* | -27% | x | 8.9µM* | 13µM* | u | 1.4µM*
Cc1ccc(NS(=O)(=O)c2c(C)nc3sccn3c2=O)cc1C | -7 | 11% | -17% | -1% | -7% | -1% | i | 0% | -20%
CC(=O)c1ccc(NC(=O)Nc2nnc(N3CCCC(C)C3)s2)cc1 (stereo not given) | 0 | 33% | -13% | -14% | 3%[59 µM] | -6% | 4% | 0% | -15%
CC(C)(C)NS(=O)(=O)c1ccc(OCC(=O)Nc2ccc3c(c2)OCCO3)cc1 | 1 | 38%[activator] | -1% | 5% | -4% | 7% | -5% | -10% | -10%
O=c1cc(CO)[nH]cc1OCc1ccccc1 | -2 | 57%[activator] | -2% | 0% | 3% | 3% | -12% | 2% | -12%
CCc1ccc(NC(=O)c2cc(S(=O)(=O)NC3CCCC3)ccc2F)cc1 | 7 | 25% | -13% | -11% | 13%[59 µM] | 3% | i | 0% | -19%
O=C(c1cc2ccccc2oc1=O)N(Cc1cccc(Br)c1)C1CCS(=O)(=O)C1 (stereo not given) | -1 | 21% | -12% | 17% | -5% | -3% | 7% | 0% | -1%
CC1CN(S(=O)(=O)N(C)C)CCN1S(=O)(=O)N(C)C (stereo not given) | -3 | 25% | -6% | -2% | -4% | 9% | -2% | -6% | -12%
Cc1nc(SCC(=O)NCC2CCCO2)[nH]c(=O)c1C (stereo not given) | 0 | 27% | -12% | 9% | u | 5% | 4% | 8% | 2%
CCCCN(CCCC)Cc1ccc(C(=O)NNC(=O)Nc2ccc(F)cc2)o1 | 2 | 30% | -9% | 6% | u | 5% | -1% | -5% | -12%
CCc1ccc(C2C(C(C)=O)=C(C(=O)OC)Nc3nnnn32)cc1 (stereo not given) | -2 | 30%[activator] | -13% | 29% | 2%[59 µM] | 11% | -1% | 2% | 7%
CCN(CC(=O)NCc1cccs1)C(=O)c1ccc(-c2ccc(F)cc2)o1 | -8 | 2% | -34% | -2% | x | x | -11% | 8% | -7%
Cn1c(CCN2CCCCC2)nc2cc(NC(=O)COc3ccccc3)ccc21 | 0 | 42%[activator] | -7% | u | -5% | -10% | -2% | -1% | -14%

Source: PubChem BioAssay

This is a subset; count on the stated rates, not on these rows.
